CHT block: human CHT choline transport inhibition; CHT-expressing cells, membrane potential dye, choline response; hits give low values; B-score at 10 µM; 310,000 tested, 0.86% active; AID 488975;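 active = B-score over 3 SD under the library average, and starting fluorescence ratio not unusually high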;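 also: choline stimulus applied at its EC90 after an EC20 pre-addition; B-score computed on integrated fluorescence ratio after choline addition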
Target sequence (Q9GZV3 whole entry, looked up): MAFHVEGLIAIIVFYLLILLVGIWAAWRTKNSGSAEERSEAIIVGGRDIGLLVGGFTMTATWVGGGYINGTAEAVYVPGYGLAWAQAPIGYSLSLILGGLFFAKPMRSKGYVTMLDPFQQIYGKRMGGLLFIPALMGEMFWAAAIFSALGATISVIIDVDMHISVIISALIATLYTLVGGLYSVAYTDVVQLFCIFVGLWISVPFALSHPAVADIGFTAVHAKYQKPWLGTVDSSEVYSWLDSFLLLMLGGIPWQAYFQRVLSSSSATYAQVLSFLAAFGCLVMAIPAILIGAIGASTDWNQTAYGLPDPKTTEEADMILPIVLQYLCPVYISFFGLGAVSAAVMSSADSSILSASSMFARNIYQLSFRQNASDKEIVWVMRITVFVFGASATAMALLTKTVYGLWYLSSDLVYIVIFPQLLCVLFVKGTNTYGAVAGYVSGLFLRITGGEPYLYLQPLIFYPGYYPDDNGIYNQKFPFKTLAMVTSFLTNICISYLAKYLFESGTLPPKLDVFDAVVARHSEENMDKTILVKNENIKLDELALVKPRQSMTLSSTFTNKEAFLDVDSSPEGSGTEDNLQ
CHT allo act: allosterically activates the human high affinity choline transporter. Q9GZV3. CHT-expressing cells, membrane potential dye, choline EC20; hits give high values; LV-AA mutant CHT in HEK293 cells. B-score at 10 µM. 310,000 tested, 0.49% active;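 active = initial fluorescence not abnormally high and integrated response B-score, plate-corrected, over 3 SD above library mean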
Calls only.

NC(=O)NOCc1ccccc1 was read as CHT block inactive and CHT allo act inactive.
Screening O=C(O)COc1ccccc1C1C2C(=O)N(c3ccccc3)C(=O)C2ON1c1ccccc1 (stereo not given) returned CHT block inactive and CHT allo act inactive.
Screening CC(=O)c1ccc(NC(=O)C(C)OC(=O)CCN=C2NS(=O)(=O)c3ccccc32)cc1 (stereo not given) returned CHT block inactive and CHT allo act inactive.
`CN(C)CCC=C1c2ccccc2C=Cc2ccccc21` gave CHT block inactive and CHT allo act inactive.
COC(=O)c1cccc(NC(=O)CSc2nnc(-c3ccco3)o2)c1 was read as CHT block inactive and CHT allo act inactive.
O=C(O)c1ccc2c(c1)C(=O)N(C(Cc1ccc(O)cc1)C(=O)O)C2=O (stereo not given) was read as CHT block inactive and CHT allo act inactive.
`CC(O)CNc1nc2ccccc2n1-c1ncnc2sc3c(c12)CCC3` (stereo not given) gave CHT block inactive and CHT allo act inactive.
For Nc1nc(CSCCO)nc(Nc2ccc(F)cc2)n1 the results were CHT block inactive and CHT allo act inactive.
O=C(Cc1ccc(Cl)c(Cl)c1)OCC(=O)c1ccc[nH]1 was read as CHT block inactive and CHT allo act inactive.
`O=C(Nc1cccnc1Cl)c1cc(-c2cccc(Cl)c2)on1` gave CHT block inactive and CHT allo act inactive.
Screening CCCCC(CC)C(=O)Nc1cc(C(=O)NCCC)ccc1N1CCC2(CC1)CC(c1ccccc1)=NO2 (stereo not given) returned CHT block inactive and CHT allo act inactive.
For CCCCN1C(=O)C2ON(c3ccccc3C)C(c3ccco3)C2C1=O (stereo not given) the results were CHT block inactive and CHT allo act inactive.
Screening O=C(CN1C(=O)c2ccccc2C1=O)Nc1sc2c(c1C(=O)NCC1CCCO1)CCC2 (stereo not given) returned CHT block inactive and CHT allo act inactive.
Screening Cc1ccc(Cl)cc1N1CCN(C(=O)c2ccc3c(c2)CCN3S(C)(=O)=O)CC1 returned CHT block inactive and CHT allo act inactive.
For O=C(NCc1ccco1)c1ccc(=O)oc1 the results were CHT block inactive and CHT allo act inactive.
For O=C(O)CCC(=O)Nc1ccc(OCC2CCCO2)cc1 (stereo not given) the results were CHT block inactive and CHT allo act inactive.
For COc1cc(/C=C(/C#N)c2nc3ccccc3[nH]2)ccc1Oc1ncccc1[N+](=O)[O-] the results were CHT block inactive and CHT allo act inactive.
`O=C(NC1CCCCC1)N1CCC(c2nc3ccccc3[nH]2)CC1` gave CHT block inactive and CHT allo act inactive.
Screening Cc1ccc(-n2nnnc2SCC(=O)N2CC(=O)Nc3ccccc32)cc1 returned CHT block inactive and CHT allo act inactive.
For O=C(Oc1ccc(Cl)c2cccnc12)c1cccnc1 the results were CHT block inactive and CHT allo act inactive.

2 records picked at random from the list so far:
`O=C(Nc1cccnc1Cl)c1cc(-c2cccc(Cl)c2)on1` gave CHT block inactive and CHT allo act inactive.
O=C(Cc1ccc(Cl)c(Cl)c1)OCC(=O)c1ccc[nH]1 was read as CHT block inactive and CHT allo act inactive.

18 neighbouring records from above:
NC(=O)NOCc1ccccc1 was read as CHT block inactive and CHT allo act inactive.
Screening O=C(O)COc1ccccc1C1C2C(=O)N(c3ccccc3)C(=O)C2ON1c1ccccc1 (stereo not given) returned CHT block inactive and CHT allo act inactive.
Screening CC(=O)c1ccc(NC(=O)C(C)OC(=O)CCN=C2NS(=O)(=O)c3ccccc32)cc1 (stereo not given) returned CHT block inactive and CHT allo act inactive.
`CN(C)CCC=C1c2ccccc2C=Cc2ccccc21` gave CHT block inactive and CHT allo act inactive.
COC(=O)c1cccc(NC(=O)CSc2nnc(-c3ccco3)o2)c1 was read as CHT block inactive and CHT allo act inactive.
O=C(O)c1ccc2c(c1)C(=O)N(C(Cc1ccc(O)cc1)C(=O)O)C2=O (stereo not given) was read as CHT block inactive and CHT allo act inactive.
`CC(O)CNc1nc2ccccc2n1-c1ncnc2sc3c(c12)CCC3` (stereo not given) gave CHT block inactive and CHT allo act inactive.
For Nc1nc(CSCCO)nc(Nc2ccc(F)cc2)n1 the results were CHT block inactive and CHT allo act inactive.
O=C(Cc1ccc(Cl)c(Cl)c1)OCC(=O)c1ccc[nH]1 was read as CHT block inactive and CHT allo act inactive.
`O=C(Nc1cccnc1Cl)c1cc(-c2cccc(Cl)c2)on1` gave CHT block inactive and CHT allo act inactive.
Screening CCCCC(CC)C(=O)Nc1cc(C(=O)NCCC)ccc1N1CCC2(CC1)CC(c1ccccc1)=NO2 (stereo not given) returned CHT block inactive and CHT allo act inactive.
For CCCCN1C(=O)C2ON(c3ccccc3C)C(c3ccco3)C2C1=O (stereo not given) the results were CHT block inactive and CHT allo act inactive.
Screening O=C(CN1C(=O)c2ccccc2C1=O)Nc1sc2c(c1C(=O)NCC1CCCO1)CCC2 (stereo not given) returned CHT block inactive and CHT allo act inactive.
Screening Cc1ccc(Cl)cc1N1CCN(C(=O)c2ccc3c(c2)CCN3S(C)(=O)=O)CC1 returned CHT block inactive and CHT allo act inactive.
For O=C(NCc1ccco1)c1ccc(=O)oc1 the results were CHT block inactive and CHT allo act inactive.
For O=C(O)CCC(=O)Nc1ccc(OCC2CCCO2)cc1 (stereo not given) the results were CHT block inactive and CHT allo act inactive.
For COc1cc(/C=C(/C#N)c2nc3ccccc3[nH]2)ccc1Oc1ncccc1[N+](=O)[O-] the results were CHT block inactive and CHT allo act inactive.
`O=C(NC1CCCCC1)N1CCC(c2nc3ccccc3[nH]2)CC1` gave CHT block inactive and CHT allo act inactive.

The listing continues:
Cc1ccc(S(N)(=O)=O)cc1NC(=O)/C=C/c1ccc2c(c1)OCO2 was read as CHT block inactive and CHT allo act inactive.
`COc1cc(CNCCN2CCOCC2)ccc1OCC(=O)NC(C)(C)C` gave CHT block inactive and CHT allo act inactive.
Screening Cc1cc(-n2c(=O)c(C#N)cc3c(=O)n4cccc(C)c4nc32)no1 returned CHT block inactive and CHT allo act inactive.
Screening COc1ccccc1N1CCN(C(=O)CN2C(=O)c3ccccc3C2=O)CC1 returned CHT block inactive and CHT allo act inactive.
Cc1cc(C(=O)N/N=C/c2ccc(-c3cccc(Cl)c3Cl)o2)n[nH]1 was read as CHT block inactive and CHT allo act inactive.
`COc1ccccc1NC(=O)COC(=O)C1C2CC3OC(=O)C1C3C2` (stereo not given) gave CHT block inactive and CHT allo act inactive.
For CCCCC(CCC(=O)O)(C(=O)OCC)c1csc(N)n1 (stereo not given) the results were CHT block inactive and CHT allo act inactive.
For O=C(c1cnc2n(c1=O)CCS2)N1CCCc2ccccc21 the results were CHT block inactive and CHT allo act inactive.
For CCOC(=O)c1c(NC(=O)C2c3ccccc3Oc3ccccc32)sc(C(N)=O)c1C the results were CHT block inactive and CHT allo act inactive.
`COc1ccc(CNC(=O)c2ccc(NC(=O)C3CCCO3)cc2)cc1` (stereo not given) gave CHT block inactive and CHT allo act inactive.
For O=C(CCC(=O)OCc1ccc([N+](=O)[O-])cc1)Nc1ccccc1Cl the results were CHT block inactive and CHT allo act inactive.
Screening O=c1[nH]c(/C=C/c2cccc3ccccc23)nc2ccccc12 returned CHT block inactive and CHT allo act inactive.
`COCCN(C(=O)COC(=O)Cc1cccc(OC)c1)c1c(N)n(Cc2ccccc2)c(=O)[nH]c1=O` gave CHT block inactive and CHT allo act inactive.
Screening COc1cccc2cc(C(=O)NCCc3ccccc3)c(=O)oc12 returned CHT block inactive and CHT allo act inactive.
For CC1(C)CC(=O)C2=C(C1)NCN(Cc1ccc3c(c1)OCO3)C2 the results were CHT block inactive and CHT allo act inactive.
Screening CCOC(=O)C1CCN(C(=O)CN2C(=O)COc3ccc(C(C)(C)C)cc32)CC1 returned CHT block inactive and CHT allo act inactive.
For COc1ccc(C2C(C(C)=O)=C(O)C(=O)N2c2ccc(Br)cc2)cc1 (stereo not given) the results were CHT block inactive and CHT allo act inactive.
`O=C(NCCCN1CCOCC1)C1CCN(S(=O)(=O)c2ccccc2)CC1` gave CHT block inactive and CHT allo act inactive.
CCOc1cc(/C=C/c2cc(C(=O)O)c3ccccc3n2)ccc1O was read as CHT block inactive and CHT allo act inactive.
COc1ccc(OC)c(C2=NOC(C(=O)Nc3c(C)n(C)n(-c4ccccc4)c3=O)C2)c1 (stereo not given) was read as CHT block inactive and CHT allo act inactive.
For CCOC(=O)C(=O)CC(=O)c1ccc2c(c1)OCCO2 the results were CHT block inactive and CHT allo act inactive.
Screening N#Cc1ccc(CSc2nnc(-c3cccnc3)o2)cc1 returned CHT block inactive and CHT allo act inactive.
C[C@H]1CN=C2N(CCNC(=O)CCC3CCCCC3)[C@H](Cc3ccc(O)cc3)CN21 was read as CHT block inactive and CHT allo act inactive.
Screening COc1ccc(CNS(=O)(=O)c2ccc(NC(=O)N3CCCCC3)cc2)cc1 returned CHT block inactive and CHT allo act inactive.
`CCc1nnc(SCC(=O)NCCC2=CCCCC2)nc1CC` gave CHT block inactive and CHT allo act inactive.
CC(=O)N1C(=S)NC(=O)/C1=C1/C(=O)N(CC(=O)Nc2cccc(C)c2)c2ccccc21 was read as CHT block inactive and CHT allo act inactive.
For CC(=O)c1c(C)[nH]c(C(=O)OCn2nnc3ccccc3c2=O)c1C the results were CHT block inactive and CHT allo act inactive.
For CCCn1nc2cc(C(=O)NCc3ccc(C)cc3)ccc2c1OC the results were CHT block inactive and CHT allo act inactive.
`c1ccc(CSc2nnc(-c3ccco3)n2Cc2ccccc2)cc1` gave CHT block inactive and CHT allo act inactive.
CC(=O)c1ccc(OCc2cc(C(=O)N3CCCCCCC3)no2)cc1 was read as CHT block inactive and CHT allo act inactive.
`COc1ccc2c(c1)CC/C(=C\C=C\c1ccccc1OC)C2=O` gave CHT block inactive and CHT allo act inactive.
`Cc1ccc(CON=C2CCN(c3ncc(C(F)(F)F)cc3Cl)CC2)cc1` gave CHT block inactive and CHT allo act inactive.
Screening CC(NC(=O)c1ccc(=O)oc1)c1ccccc1 (stereo not given) returned CHT block inactive and CHT allo act inactive.
`COc1ccc(OC)c(NC(=S)NCc2ccccc2OC)c1` gave CHT block inactive and CHT allo act inactive.
Screening CN(C)c1ccc(-c2noc(C3CCN(S(=O)(=O)c4cccc(Cl)c4)CC3)n2)cc1 returned CHT block inactive and CHT allo act inactive.
Screening CCN(CCCNC(=O)c1[nH]c(C)c(C(C)=O)c1C)c1cccc(C)c1 returned CHT block inactive and CHT allo act inactive.
For O=C(Nc1nc2c(F)cccc2s1)C1CC1 the results were CHT block inactive and CHT allo act inactive.
For N#C/C(=N\O)c1nc2ccccc2[nH]1 the results were CHT block inactive and CHT allo act inactive.
Screening Cc1cc(NC(=O)CSc2nc3c(c(-c4cccnc4)c2C#N)CCC3)no1 returned CHT block inactive and CHT allo act inactive.
COCCCNC(=O)CC(NS(=O)(=O)c1ccc(Cl)cc1)c1ccc(OC)cc1 (stereo not given) was read as CHT block inactive and CHT allo act inactive.
Screening O=C1NC(c2ccc(Br)cc2)Nc2sc3c(c21)CCC3 (stereo not given) returned CHT block inactive and CHT allo act inactive.
`CC(C)(C)c1ccc(OCCC(=O)NNC(=O)c2ccncc2)cc1` gave CHT block inactive and CHT allo act inactive.
Screening COC(=O)CC1=C(C)C(=O)CC2C(C)(C)CCCC12C (stereo not given) returned CHT block inactive and CHT allo act inactive.
For COc1ccc(C(=O)NC(=S)N2CCN(c3ccccc3OC)CC2)cc1 the results were CHT block inactive and CHT allo act inactive.
Screening COc1ccc(CNC(=O)c2ccc3c(=O)n(CCCN4CCCC4=O)c(=S)[nH]c3c2)cc1 returned CHT block inactive and CHT allo act inactive.
For COc1ccc(C(=O)OCC(=O)Nc2cc(C)on2)cc1S(=O)(=O)N1CCOCC1 the results were CHT block inactive and CHT allo act inactive.
CC(OC(=O)c1oc2ccccc2c1CSC1CCCCC1)C(=O)NC(N)=O (stereo not given) was read as CHT block inactive and CHT allo act inactive.
Screening COc1ccc(CCNC(=O)C2CCN(S(=O)(=O)c3ccc(F)cc3)CC2)cc1 returned CHT block inactive and CHT allo act inactive.
Screening Cc1ccn(CCC(=O)O)n1 returned CHT block inactive and CHT allo act inactive.
Screening COc1cc(C)c(C(C)C)cc1S(=O)(=O)NC1CC(C)(C)NC(C)(C)C1 returned CHT block inactive and CHT allo act inactive.
`O=C(CC(C(=O)O)c1ccc(Cl)cc1Cl)c1ccc(Cl)cc1` (stereo not given) gave CHT block inactive and CHT allo act inactive.
`CCCOc1cccc(C2C(C(=O)c3ccco3)=C(O)C(=O)N2c2nnc(C)s2)c1` (stereo not given) gave CHT block inactive and CHT allo act inactive.
For COCCNC(=O)C1CCC(=O)N(c2ccc(OC)cc2)C1c1ccc(OC)c(OC)c1 (stereo not given) the results were CHT block inactive and CHT allo act inactive.
For O=C(O)CSCNC(=O)C12CC3CC(CC(C3)C1)C2 the results were CHT block inactive and CHT allo act inactive.
For COc1ccc(NC(=O)CCC(=O)Nc2nnc(C3CCCCC3)s2)c(OC)c1 the results were CHT block inactive and CHT allo act inactive.
For O=c1c2cc(Br)ccc2nc(-c2ccccc2)n1O the results were CHT block inactive and CHT allo act inactive.
`Cc1nc2sc3c(=O)[nH]nnc3c2c(C)c1Br` gave CHT block inactive and CHT allo act inactive.
`O=C(NC1CCS(=O)(=O)C1)c1sc2ccccc2c1Cl` (stereo not given) gave CHT block inactive and CHT allo act inactive.
Screening Oc1ccc(Cl)cc1Nc1nc(NCC2CCCO2)c2ccccc2n1 (stereo not given) returned CHT block inactive and CHT allo act inactive.
Cc1cc([N+](=O)[O-])nn1CC(=O)Nc1cnc2ccccc2c1 was read as CHT block inactive and CHT allo act inactive.
`COc1ccccc1OCCCCn1ncc2ccc(OC)c(OC)c2c1=O` gave CHT block inactive and CHT allo act inactive.
For Cn1c(CC(=O)Nc2ccccc2)c(Sc2ccccc2)c2ccccc21 the results were CHT block inactive and CHT allo act inactive.
Screening Cc1ccc(NC(=O)C(=Cc2ccc(C(=O)O)cc2)C(=O)Nc2ccc(C)cc2C)c(C)c1 returned CHT block inactive and CHT allo act inactive.
`CCCCn1nnc(NC(=O)c2ccco2)n1` gave CHT block inactive and CHT allo act inactive.
